Bioassay records (PubChem BioAssay)
POLB inh – qHTS Assay for Inhibitors of DNA Polymerase Beta. Potency, µM (top dose mostly 114 µM), inactives show at the top dose activity change, negative = inhibition, most hits filed as inhibitors. hit rate 1.3% among 340,000. Pol beta primer extension/strand displacement, fluorescence kinetic. AID 485314, 2010. P06746; note: % is set by controls: 0 for no effect and ±100 for the full control effect
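10 nM enzyme + cpd, 15 min RT; start with substrate 50 nM final; read 0 min and after 10 min RT. Corrected, normalized data; 4-parameter Hill curve fit.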
BAZ2B inh – qHTS Assay for Inhibitors of BAZ2B; AID 504333, 2011; Bromodomain adjacent to zinc finger domain protein 2B (Homo sapiens), Q9UIF8; Potency, µM (doses to about 114 µM), inactives show top-dose activity change, negative = inhibition, actives largely listed as inhibitors; AlphaScreen BAZ2B-H3K14Ac peptide displacement; hit rate 4.4% among 360,000; note: % is set by controls: 0 for no effect and ±100 for the full control effect; nearly all actives have a fitted effect of over 60% in size
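Compounds, titrated to a top concentration of 110 uM, were incubated 30 min at room temperature with preformed BAZ2B/acetyl-K14 H3 peptide complex (50 nM each). Proximity signal was measured by AlphaScreen after 20 min with beads.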
Pol kappa inh – qHTS for Inhibitors of Polymerase Kappa | DNA polymerase kappa (Homo sapiens), Q9UBT6 | purified Pol kappa, fluorescent DNA synthesis assay, 10 min | Potency, µM (series often up to 107 µM), for the others: at the top dose activity, negative = inhibition, hits mostly inhibitors | hit rate 0.53% among 400,000 | AID 588579, 2011; note: % is set by controls: 0 for no effect and ±100 for the full control effect
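Kinetic fluorescence screen: compound preincubated 15 min RT with 10 nM enzyme; 50 nM substrate (final) initiates; reads at 0/10 min.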
Pol eta inh – qHTS for Inhibitors of Polymerase Eta | DNA polymerase eta (Homo sapiens), Q9Y253 | hit rate 1.2% among 390,000 | Potency, µM (titrated, usually from 114 µM), for inactives: at the highest dose activity change, negative = inhibition, usual class: inhibitors | recombinant Pol eta, fluorescent DNA replication assay; note: % is set by controls: 0 for no effect and ±100 for the full control effect
Target sequence (Q9Y253 whole entry, looked up): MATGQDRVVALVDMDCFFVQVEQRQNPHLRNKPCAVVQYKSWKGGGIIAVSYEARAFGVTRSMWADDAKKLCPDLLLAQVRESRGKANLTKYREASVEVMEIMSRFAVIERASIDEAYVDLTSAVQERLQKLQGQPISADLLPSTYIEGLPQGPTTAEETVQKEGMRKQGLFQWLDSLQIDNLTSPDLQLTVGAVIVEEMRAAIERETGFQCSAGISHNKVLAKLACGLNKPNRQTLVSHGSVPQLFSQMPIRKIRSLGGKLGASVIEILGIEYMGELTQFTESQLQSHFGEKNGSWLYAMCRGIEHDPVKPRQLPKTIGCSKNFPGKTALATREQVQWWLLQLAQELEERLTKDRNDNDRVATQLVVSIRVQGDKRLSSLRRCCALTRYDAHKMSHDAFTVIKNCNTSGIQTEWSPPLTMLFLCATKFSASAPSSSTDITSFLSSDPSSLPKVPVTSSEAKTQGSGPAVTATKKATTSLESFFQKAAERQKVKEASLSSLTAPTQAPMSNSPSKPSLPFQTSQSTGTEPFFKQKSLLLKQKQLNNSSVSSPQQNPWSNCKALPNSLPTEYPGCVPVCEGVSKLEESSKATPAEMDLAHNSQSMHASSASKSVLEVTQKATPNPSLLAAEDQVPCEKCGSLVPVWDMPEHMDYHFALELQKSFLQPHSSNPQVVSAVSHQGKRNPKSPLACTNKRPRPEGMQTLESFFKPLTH
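Fluorescent replication assay: 50 nM final substrate added after a 15 min room-temperature compound preincubation with 10 nM enzyme. Signal taken at 0 min and again at 10 min.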
BLM helicase inh – qHTS Assay for Inhibitors of Bloom's syndrome helicase (BLM) | AID 2528, 2010 | hit rate 0.2% among 350,000 | RecQ-like DNA helicase BLM (Homo sapiens), P54132 | recombinant BLM DNA unwinding, fluorescence dequenching | Potency, µM (series often up to 56.1 µM), for inactives: at the highest dose activity change, negative = inhibition, usual class: inhibitors;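 note: plate controls were vehicle for no effect and no enzyme for full effect; nearly all actives have a fitted effect of over 35% in size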
JMJD2A Tudor inh – qHTS Assay for Inhibitors of JMJD2A-Tudor Domain | Potency, µM (titrated, usually from 114 µM), for inactives: at the top dose activity change, negative = inhibition, actives largely listed as inhibitors | AlphaScreen JMJD2A-Tudor / H3K4me3 peptide binding | Lysine-specific demethylase 4A (Homo sapiens), O75164 | hit rate 4.4% among 390,000 | AID 504339, 2011; note: % is set by controls: 0 for no effect and ±100 for the full control effect; nearly all actives have a fitted effect of over 50% in size
G9a block – qHTS Assay for Inhibitors of Histone Lysine Methyltransferase G9a | G9a H3K9 monomethylation, AlphaScreen, 2 h | Potency, µM (titrated, usually from 102 µM), without a hit: top-dose activity, negative = inhibition, usual class: inhibitors | hit rate 8.8% among 350,000; note: % is set by controls: 0 for no effect and ±100 for the full control effect; nearly all actives have a fitted effect of over 75% in size
Target sequence (Q96KQ7 913-1193 limits assumed): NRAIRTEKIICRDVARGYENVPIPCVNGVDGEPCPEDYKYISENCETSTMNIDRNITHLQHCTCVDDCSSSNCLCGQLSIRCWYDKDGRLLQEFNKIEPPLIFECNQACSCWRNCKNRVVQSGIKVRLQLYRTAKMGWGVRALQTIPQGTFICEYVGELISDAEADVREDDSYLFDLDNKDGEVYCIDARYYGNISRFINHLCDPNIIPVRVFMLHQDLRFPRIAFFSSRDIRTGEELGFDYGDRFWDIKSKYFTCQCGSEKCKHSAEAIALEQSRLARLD
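Enzyme 20 nM + cpd, 15 min RT; add b-H3K9 pep 500 nM / SAM 20 uM; 2 h RT; anti-H3K9me1 Ab 0.5 ug/mL + SA donor / anti-rabbit acceptor beads 20 ug/mL each, 10 min; AlphaScreen read.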
Pol iota inh – qHTS for Inhibitors of Polymerase Iota; DNA polymerase iota (Homo sapiens), Q9UNA4; Pol iota fluorescent replication assay, 10 min; Potency, µM (series often up to 115 µM), without a hit: at the highest dose activity, negative = inhibition, usual class: inhibitors; hit rate 1% among 390,000; AID 588590, 2011
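Pol iota at 10 nM preincubated 15 min with compounds at room temperature; reaction started with fluorescent substrate, 50 nM final. Fluorescence read kinetically at 0 and 10 min; buffer-only wells as negative control.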
APE1 inh – qHTS Assay for Inhibitors of the Human Apurinic/apyrimidinic Endonuclease 1 (APE1). recombinant APE1, TAMRA/BHQ-2 abasic DNA cleavage fluorescence. Potency, µM (doses to about 65.8 µM), without a hit: at the top dose activity change, negative = inhibition, most hits filed as inhibitors. hit rate 0.35% among 350,000. AID 2517, 2012;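 note: plate controls were vehicle for no effect and reference inhibitor for full effect; nearly all actives have a fitted effect of over 55% in size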
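Incision of a quenched TAMRA/BHQ-2 THF abasic-site duplex (50 nM) by 0.75 nM APE1, after 15 min compound preincubation, measured as fluorescence increase over three 60 s reads. Values normalized to buffer, DMSO and NSC13755 control wells.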
Numbers without * were called inactive; ? = inconclusive; . = no result given; [ ] = another dose, or the depositor's remark. Calls come from the whole dose curve; as a rule, active = well fitted curve in the direction sought with a large enough effect; inconclusive = small, poorly fitted or top-dose-only effect, or another doubt; inactive = no such curve, though single readings can be large; an effect the other way counts as inactive or inconclusive. Potency is the fitted concentration of half-maximal effect. These rows are one share of the data, so the mix of outcomes need not match the whole.

SMILES	POLB inh	BAZ2B inh	Pol kappa inh	Pol eta inh	BLM helicase inh	JMJD2A Tudor inh	G9a block	Pol iota inh	APE1 inh
C[C@H](CO)N1C[C@H](C)[C@@H](CN(C)Cc2ccc(Cl)c(Cl)c2)Oc2c(NC(=O)Cc3ccccc3)cccc2C1=O	.	.	-18%	-18%	.	-36%	.	-25%	-27%
COC(=O)c1ccc(OCC(O)Cn2nnc3ccccc32)cc1 (stereo not given)	20%	.	0%	-1%	-1%	-4%	10%[59 µM]	12%	-6%
COc1ccc(Cl)cc1NC(=O)CN(c1ccccc1)S(=O)(=O)N(C)C	22%	5%	-13%	-22%	-6%	-11%	8%[59 µM]	-4%	-6%
O=C(O)Cn1nnc(-c2ccc(OCc3ccccc3Cl)cc2)n1	89%	-19%	?	-7%	-1%	-6%	?	14%	23%
Cc1csc(SCC(=O)N2CCN(S(=O)(=O)c3ccc(Cl)cc3)CC2)n1	4%	1%	-7%	-6%	0%	-32%	8%[12.7 µM]	-6%	2%
O=C(Nc1ccc(-n2nncc2-c2ccco2)cc1)c1cccc(F)c1	-2%	?	-17%	-7%	-11%	-35%	45µM*	?	-4%
C=CCN(c1ccccc1)S(=O)(=O)c1cccc(C(=O)NCC(c2ccc(F)cc2)N2CCOCC2)c1 (stereo not given)	.	-5%	-9%	-24%	.	-19%	16%[0.501 µM]	18%	-6%
CCNC(=S)NNC(=O)c1csc2c1CCC(C)C2 (stereo not given)	13%	4%	-12%	-14%	-2%	3%[11.4 µM]	.	0%	15%
COC(=O)CN1C(c2ccccc2O)Nc2ccc(Br)cc2C1c1ccccc1 (stereo not given)	2%	?	-12%	-14%	-12%	-29%	16%[59 µM]	-16%	-3%
Cc1ccc(S(=O)(=O)Nc2ccc3nc(-c4cccc(Cl)c4)oc3c2)cc1	?	-9%	-14%	.	-13%	-23%	5%[59 µM]	60%[activator]	.
O=C(COC(=O)c1ccccc1Br)Nc1ccc2[nH]c(=O)[nH]c2c1	.	-1%	0%	-10%	.	-20%	?	24%	-7%
Cc1cc([N+](=O)[O-])cc2c1NC(=O)C2(O)N1CCCCCC1 (stereo not given)	16%	0%	-7%	-24%	-5%	-16%	4%	152%[activator]	1%
CCOC(=O)C1CCN(C(=O)CNS(=O)(=O)c2ccc(Br)s2)CC1	15%	-2%	-7%	1%	-3%	-15%	-41%	?	1%
CCCCN(CC)S(=O)(=O)c1ccc(C(=O)N(CCCN(C)C)c2nc3cc(C)cc(C)c3s2)cc1	0%	?	-2%	-19%	-8%	?	45µM*	41%[activator]	4%
COc1ccc(OC)c(C(=O)NC(CC(N)=O)c2ccc(NCc3ccc(F)c(F)c3)c([N+](=O)[O-])c2)c1 (stereo not given)	-22%	45µM*	-8%	-17%	-3%	?	89µM*	-21%	5%
CCN(C(=O)COC(=O)CNC(=O)c1ccc2ccccc2c1)C1CCS(=O)(=O)C1 (stereo not given)	-1%	-19%	7%	-6%	2%	-14%	4%	-3%	-7%
C=CCn1c(N)c(C(=O)Nc2ccc(C)c(C)c2)c2nc3ccccc3nc21	43%[activator]	-4%	-5%	-11%	-8%	-12%	20%[0.501 µM]	32%[activator]	-3%
CC1CCc2c(C(=O)Oc3cccc(-n4cnnn4)c3)csc2C1 (stereo not given)	-13%	12%	-11%	-22%	-10%	-18%	7%	2%	0%
Cc1ccc2nc(-c3cccs3)c(Nc3c(C)cccc3C)n2c1	0%	-26%	3%	-18%	-2%	-25%	-20%[59 µM]	12%	.
O=C(NCCCOc1ccc([N+](=O)[O-])cc1Cl)OCc1ccccc1	.	.	-7%	-29%	.	-12%	.	8%	.
CCCCN(CCCC)CCNC(=O)c1cc(=O)[nH]c2ccc(S(=O)(=O)N3CCCCCC3)cc12	-4%	-5%	-12%[60.1 µM]	-9%	-2%	-13%	3%[59 µM]	5%	.
Cc1cccc(NC(=O)c2sc3nc(-c4ccccc4)cn3c2C)c1C	7%	-4%	-8%[60.1 µM]	-7%	-2%	-23%	21%[59 µM]	-7%	.
Cc1noc(C)c1COc1ccc(C(=O)Nc2nnc(CC(C)C)s2)cc1	.	-39%	10%	-11%	.	15%	-1%[12.7 µM]	-20%	47%[activator]
O=C(CSc1nnc2c(n1)[nH]c1ccccc12)NCc1ccccc1F	1%	-11%	-1%	-8%	-5%	?	27%[59 µM]	22%	-11%[12.4 µM]
CCOC(=O)C1CCN(C(=O)COC(=O)CNC(=O)c2sc3ccccc3c2Cl)CC1	.	2%	-3%	0%	.	-10%	10%[12.7 µM]	-3%	4%
O=C(NC(Cc1c[nH]c2ccccc12)C(=O)OCC(=O)c1cccc2ccccc12)c1cccs1 (stereo not given)	0%	-24%	0%	-13%	-10%	-31%	?	15%	-7%
O=C(CCc1nc2ccccc2[nH]1)Nc1ccc2c(c1)OCO2	-14%	?	-3%	?	-9%	?	0%[12.7 µM]	14%	-2%
Cn1c(=O)[nH]c(=O)c2c1nc(Br)n2C/C=N/NC(N)=S	5%	0%	.	.	-4%	.	7%	.	-2%
CCc1nc(CNC(=O)C2CCC(=O)N(Cc3ccccc3F)C2)no1 (stereo not given)	21%	-32%	-5%	-15%	1%	-17%	14%[12.7 µM]	52%[activator]	55%[activator]
Cc1nnc(NC(=O)CSc2nnc(Cc3cccn3C)n2CCc2ccccc2)s1	37%	?	-1%	-8%	0%	-31%	?	3%	1%
O=C(N/N=C/c1ccc(O)cc1)c1csc2c1CCCC2	-2%	0%	-5%	-21%	-3%	-19%	-12%	196%[activator]	3%
CCCOc1ccccc1NC(=O)c1ccc([N+](=O)[O-])cc1	11%	-17%	-11%	-7%	-3%	-23%	?	62%[activator]	11%
CC(=O)N(c1ccccc1C)S(=O)(=O)c1ccc(Cl)cc1	3%	3%	8%	-6%	-4%	-9%	27%	27%	0%
O=C(O)C1CC(c2ccccc2)=NO1 (stereo not given)	3%	?	-2%	0%	0%	-25%	?	10%	-1%
Cc1ccc(NC(=O)c2ccc(CNc3c(N4CCC(C)CC4)c(=O)c3=O)cc2)cc1	15%	3%	-4%	-21%	-4%	-3%	-5%	62%[activator]	15%
CCC(C)[C@H](NC(=O)NCC1CCCO1)C(=O)OC (stereo not given in full)	-1%	1%	-6%	-8%	6%	-15%	5%[59 µM]	?	12%
CN(C)Cc1ccccc1Sc1ccc2c(c1)CCCC2	.	.	-8%	3%	.	0.63µM*	.	51%[activator]	.
CCOC(=O)C1=C(N)Oc2c(c(=O)[nH]c3ccccc23)C1c1ccccc1 (stereo not given)	6%	-25%	?	-17%	-1%	-13%	-14%[59 µM]	14%	-9%
CCN(CC)C(=O)C1=C(C)Nc2nc3ccccc3n2C1c1cccc(Cl)c1 (stereo not given)	24%	0%	14%	1%	-5%	-16%	-23%[59 µM]	5%	.
Cc1c(OCC(=O)N[C@H](C(=O)O)c2ccccc2)ccc2c3c(c(=O)oc12)CCCC3	?	?	?	56µM*	-2%	?	25%[12.7 µM]	?	-4%
Cc1cc(C)n(-c2nc(Nc3ccccc3C(F)(F)F)nc(-n3nc(C)cc3C)n2)n1	-14%	7%	-14%	-16%	2%	-34%	6%[59 µM]	-3%	5%
COc1ccc(S(=O)(=O)N2CCN(Cc3ccccc3)CC2)cc1OC	50%	-4%	-5%	-6%	-3%	-15%	.	7%	-1%
Cn1c(SCC#N)nnc1-c1cccnc1	44%	8%	1%	-6%	7%	-3%	27%	64%[activator]	6%
CC1CC(C(F)(F)F)n2nc(C(=O)O)cc2N1 (stereo not given)	35%	-7%	5%	-4%	-1%	-15%	17%[12.7 µM]	13%	10%
CCN(CC)CCCN1C(=O)C(=O)/C(=C(/O)c2ccc3c(c2)OCCO3)C1c1ccco1 (stereo not given)	9%	-24%	-10%	-17%	1%	-10%	50µM*	27%	0%
Cc1cc(C)n(-c2nnc(C)n2NC(=O)c2cccc(Cl)c2)n1	1%	4%	-9%	0%	2%	-27%	-7%[59 µM]	?	-7%
COc1ccc(CNC(=O)C2Cc3cc(S(=O)(=O)N4CCCC4)ccc3N2C(C)=O)c(OC)c1 (stereo not given)	8%	?	0%	-22%	0%	-23%	22µM*	36%[activator]	19%
CCCCn1c(=O)nc2n(-c3ccc(Br)cc3)c3ccccc3cc-2c1=O	2%	2%	-8%[60.1 µM]	-11%	3%	2%	8%[59 µM]	-1%	.
CN1CC(=O)N(CC(=O)Nc2ccc(F)cc2)c2ccccc2C1=O	43%	3%	4%	-9%	-3%	8%	15%[59 µM]	3%	12%
Cc1ccccc1C(=O)NC(=S)N(CCO)Cc1ccccc1	12%	8%	-2%	-9%	-1%	-9%	16%[2.33 µM]	122%[activator]	-6%

Arranged by molar mass (falling): some entries from above.
SMILES	POLB inh	BAZ2B inh	Pol kappa inh	Pol eta inh	BLM helicase inh	JMJD2A Tudor inh	G9a block	Pol iota inh	APE1 inh
COc1ccc(OC)c(C(=O)NC(CC(N)=O)c2ccc(NCc3ccc(F)c(F)c3)c([N+](=O)[O-])c2)c1 (stereo not given)	-22%	45µM*	-8%	-17%	-3%	?	89µM*	-21%	5%
Cc1c(OCC(=O)N[C@H](C(=O)O)c2ccccc2)ccc2c3c(c(=O)oc12)CCCC3	?	?	?	56µM*	-2%	?	25%[12.7 µM]	?	-4%
COc1ccc(S(=O)(=O)N2CCN(Cc3ccccc3)CC2)cc1OC	50%	-4%	-5%	-6%	-3%	-15%	.	7%	-1%
Cc1ccccc1C(=O)NC(=S)N(CCO)Cc1ccccc1	12%	8%	-2%	-9%	-1%	-9%	16%[2.33 µM]	122%[activator]	-6%
CC1CC(C(F)(F)F)n2nc(C(=O)O)cc2N1 (stereo not given)	35%	-7%	5%	-4%	-1%	-15%	17%[12.7 µM]	13%	10%
